STAT1 inh = inhibitors of IFN-gamma induced STAT1 signaling | 200,000 tested, 0.35% active | AID 920 | inhibition, % at 5.5 µM | NIH 3T3 STAT1-luciferase reporter, luminescence;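 active = inhibition above a set limit, the mean inhibition across all tested compounds plus 3 SD, cut at about 34% in these data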;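 also: 0% = IFN-gamma with DMSO and 100% = IFN-gamma with 300 µM nifuroxazide; values of inactives mirror those of a sister screen read the other way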
Efa HMGR inh = E. faecalis class II HMG-CoA reductase inhibition | purified E. faecalis HMGR, NADPH absorbance 340 nm kinetic | inhibition, % at 10 µM | 190,000 tested, 0.41% active | AID 1066;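 active = inhibition above a set limit, the median over all tested compounds plus 3 SD, cut at about 9.5% in these data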;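 also: enzyme runs in reverse so mevalonate oxidation gives rising NADPH absorbance; 0% = complete reaction with DMSO and 100% = background rate lacking mevalonate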
APP 5'UTR act = activates APP 5'UTR luciferase reporter; SH-SY5Y APP 5'UTR luciferase reporter, luminescence; zero percent = DMSO vehicle wells; activation, % at 2 µM; 190,000 tested, 1% active;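 active = activation above a set limit, based on mean plus 3 SD of controls, cut at about 140% in these data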; also: values of inactives mirror those of a sister screen read the other way
STAT3 activator = STAT3 signaling activation; U3A cells, IL-6 STAT3-luciferase reporter, luminescence; 100% = signal with IL-6 EC80 alone; activation (% of control), % at 5.6 µM; 190,000 tested, 0.91% active; AID 871;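 active = activation above the screen-wide mean of compound activation plus 3 SD, cut at about 130% in these data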;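 also: 0% = background luminescence of wells with medium and substrate only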
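System – human U3A cells carrying STAT3-luciferase construct · Probe or stimulus – Interleukin-6, 33 ng/mL · Schedule – compound 1 h, then IL-6 6 h at 37 °C · Signal – luminescence from STAT3-driven luciferase reporter · Evaluation – percent of IL-6-only median luminescence · Benchmarks – IL-6-only high control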
STAT1 activator = activators of IFN-gamma induced STAT1 signaling. 200,000 tested, 2.6% active. activation (% of control), % at 5.5 µM. NIH 3T3 STAT1-luciferase reporter, luminescence; 100% = IFN-gamma alone, no compound;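 active = activation above the screen-wide mean activation plus 3 SD, cut at about 130% in these data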;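 also: raw ratio to IFN-gamma control signal so 100% means no change and 0% no light; values of inactives mirror those of a sister screen read the other way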
Hsp70 activator = Hsp70 transcriptional activation, primary screen; 200,000 tested, 0.04% active; HeLa Hsp70 promoter luciferase reporter, luminescence; scaled: vehicle 0, proteasome-inhibitor control 100%; activation, % at 10 µM;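 active = activation above the mean across all tested compounds plus 3 SD, cutoff set per campaign, cut at about 5.5% in these data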;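 also: 100% = MG132 at 30 µM as the positive control and 0% = DMSO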
TLR4 MyD88 comp = inhibitors of human TLR4-MyD88 binding; 200,000 tested, 0.18% active; HeLa CL3-4 TLR4/MyD88 BLA complementation, FRET ratio; O00206+Q99836; inhibition, % at 8.4 µM; in the data active = inhibition above about 25%;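 also: 0% = vehicle and 100% = reference inhibitor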
Target sequence (O00206 whole entry, looked up): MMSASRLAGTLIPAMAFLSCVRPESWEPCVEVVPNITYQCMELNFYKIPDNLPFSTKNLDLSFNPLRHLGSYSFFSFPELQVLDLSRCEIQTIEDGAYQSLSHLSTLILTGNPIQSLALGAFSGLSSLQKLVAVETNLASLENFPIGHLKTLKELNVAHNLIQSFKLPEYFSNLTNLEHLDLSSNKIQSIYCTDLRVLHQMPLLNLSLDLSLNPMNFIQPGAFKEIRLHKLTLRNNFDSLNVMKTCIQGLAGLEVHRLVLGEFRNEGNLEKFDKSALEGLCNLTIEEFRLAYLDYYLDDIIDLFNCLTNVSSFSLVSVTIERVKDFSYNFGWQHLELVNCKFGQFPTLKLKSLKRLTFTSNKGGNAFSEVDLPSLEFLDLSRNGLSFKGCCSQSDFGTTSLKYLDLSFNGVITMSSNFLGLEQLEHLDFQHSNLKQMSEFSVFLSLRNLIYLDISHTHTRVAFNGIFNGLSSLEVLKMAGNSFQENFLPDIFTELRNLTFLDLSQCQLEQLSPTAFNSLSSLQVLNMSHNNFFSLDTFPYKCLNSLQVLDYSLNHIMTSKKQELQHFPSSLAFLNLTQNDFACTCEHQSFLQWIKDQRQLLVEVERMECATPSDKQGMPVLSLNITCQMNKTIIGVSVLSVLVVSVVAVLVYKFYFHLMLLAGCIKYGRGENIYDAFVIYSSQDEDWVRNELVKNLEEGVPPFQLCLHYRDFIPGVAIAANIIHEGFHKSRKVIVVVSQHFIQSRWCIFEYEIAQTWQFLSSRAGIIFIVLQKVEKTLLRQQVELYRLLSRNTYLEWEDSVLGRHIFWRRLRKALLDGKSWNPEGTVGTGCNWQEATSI
Target sequence (Q99836 whole entry, looked up): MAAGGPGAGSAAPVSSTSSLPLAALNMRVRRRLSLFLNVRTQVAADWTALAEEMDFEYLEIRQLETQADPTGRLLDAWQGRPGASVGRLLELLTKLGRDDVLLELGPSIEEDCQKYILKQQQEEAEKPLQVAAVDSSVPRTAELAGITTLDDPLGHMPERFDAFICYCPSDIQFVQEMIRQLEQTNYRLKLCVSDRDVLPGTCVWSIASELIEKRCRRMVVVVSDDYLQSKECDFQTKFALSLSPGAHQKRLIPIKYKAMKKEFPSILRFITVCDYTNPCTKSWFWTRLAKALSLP
Redox H2O2 prof = compounds producing H2O2 with reducing agent – biochemical, NIH compound library profiling, artefact control for MLSCN library redox annotation, primary screen. DTT-dependent redox cycling H2O2, phenol red/HRP absorbance; 100% = 100 µM peroxide control, 0% = buffer. activation, % at 10 µM. 200,000 tested, 0.03% active;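 active = activation of at least 50% relative to the plate's high and low controls in the primary single-dose screen; inactive = activation below 50%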;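 also: compound incubated with DTT at 0.8 mM final as the reducing agent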
NF-kB expr up = NF-kB expression increase, human neuronal cells; NF-kB reporter expression; hits give high values; fold change at 12.5 µM; 190,000 tested, 1.6% active; AID 1239; in the data active = fold change above about 3.3
STAT3 inh = inhibitors of IL-6 induced STAT3 signaling. U3A cells, IL-6 STAT3-luciferase reporter, luminescence; host cell line lacks STAT1. inhibition, % at 5.5 µM. 190,000 tested, 0.89% active;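 active = inhibition above the mean inhibition across all screened compounds plus 3 SD, cut at about 44% in these data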;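 also: 0% = DMSO only wells and 100% = 100 µM nifuroxazide control wells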
* marks the source's active call; other numbers are inactive results; . = no result given.

mol	STAT1 inh	Efa HMGR inh	APP 5'UTR act	STAT3 activator	STAT1 activator	Hsp70 activator	TLR4 MyD88 comp	Redox H2O2 prof	NF-kB expr up	STAT3 inh
Cc1cc(C)nc(SCC(=O)Nc2ccc(S(=O)(=O)Nc3nccs3)cc2)n1	-8	-3	-6	107	107	-0.3	-3	-3.2	1.1	-8
CCC(=O)Nc1cccc(C(=O)OCc2cccc([N+](=O)[O-])c2)c1	0	-4	-6	89	99	-0.1	3	-1.4	1.2	19
CCCCCCOc1ccc(C(CC(=O)NC)C(=O)O)cc1 (configuration not stated)	-2	-2	-2	108	103	-0.2	10	-0.4	1.1	-7
C/C(=N\Nc1nc2ccccc2s1)c1ccc2c(c1)OCO2	-23	-1	47	101	121	0.3	-15	-0.1	3.4*	-4
O=C(CSc1ncnc2c1oc1ccccc12)Nc1cccc(C(F)(F)F)c1	-2	-1	8	101	102	-0.2	-9	-2.9	0.82	4
CCOC(=O)NC(NCc1cccc(C(F)(F)F)c1)(C(F)(F)F)C(F)(F)F	-8	-3	20	95	107	-0.2	-14	-0.4	1.1	6
CCN(CC)CCNC(=O)c1ccccc1N	-4	1	0	109	104	-0.1	-20	1.4	1	-8
CCCc1ccc(C(=O)/C=C/N(C)C)cc1	-30	2	92	81	126	0.2	-8	1.2	2.1	30
CC(CN1CCCC1)C(=O)NN (configuration not stated)	-14	-3	-8	95	112	-0.3	4	-1.8	1.1	8
Cc1ccc(NC(=O)c2cc(NC(=O)c3ccco3)ccc2N2CCCCC2)cc1	2	-2	-17	95	98	1.2	-12	-1.8	1.1	8
Cc1nnc2sc(SCC(=O)Nc3ccc(Br)cc3)nn2c1=O	-4	0	10	92	105	-0.2	-19	0.4	1.2	14
COc1ccc(-n2cc(CN(C)C3CCOCC3)c(-c3cccc(F)c3)n2)cc1	-9	-5	3	92	106	-0.2	-13	-1.0	1.2	14
COC(=O)C1CCN(C(=O)c2ccc(OC3CCN(Cc4ccccn4)CC3)cc2)CC1	-4	0	3	106	102	0.5	2	-1.0	0.79	-2
CC(C)(C)NCC(O)CON=C1c2ccccc2-c2ccccc21 (configuration not stated)	2	-4	-4	108	99	-0.1	-4	-0.6	.	-3
Cc1sc(NC(=O)c2ccco2)nc1-c1ccccc1	-111	-1	170*	88	202*	2.4	-17	2.0	6.9*	18
Cc1nn(CC(O)COc2ccc3c(c2)CCC3)c(C)c1Br (configuration not stated)	-7	3	-7	110	106	-0.1	1	0.0	0.95	-11
O=C(NC(N1CCCCCC1)C(Cl)(Cl)Cl)c1ccccc1Cl (configuration not stated)	1	-1	13	103	99	-0.1	-1	0.8	1.2	1
CCOC(=O)CSc1nc2sc3c(c2c(=O)n1CC)CC(C)(C)OC3	0	-2	-2	102	100	-0.6	-8	-0.1	1.1	1
Cc1ccc(Nc2nc(-c3sc(NC(=O)c4ccccc4)nc3C)cs2)cc1	-7	-6	6	138*	106	-0.5	0	1.7	1.8	-34
COc1ccc(OCCCC(=O)Nc2ccc(N3CCCCC3)cc2)cc1	-6	3	19	97	105	-0.2	-3	0.0	1.2	7

Further results:
mol	STAT1 inh	Efa HMGR inh	APP 5'UTR act	STAT3 activator	STAT1 activator	Hsp70 activator	TLR4 MyD88 comp	Redox H2O2 prof	NF-kB expr up	STAT3 inh
O=C(NCc1ccc2c(c1)OCO2)C1Cc2ccccc2CN1C(=O)c1ccco1 (configuration not stated)	0	-4	-25	98	99	0.3	2	-0.1	1.2	5
COc1ccccc1C(=O)N1CCCC1(C#N)c1ccccc1 (configuration not stated)	4	-1	-11	106	97	-0.2	-4	3.6	1.1	-3
Clc1ccc(OCCN2CCOCC2)cc1Cl	-2	-3	4	109	102	-0.3	-7	1.0	1.3	-9
O=C(CN1C(=O)c2ccccc2C1=O)N1CCN(C2c3ccccc3-c3ccccc32)CC1	4	-6	4	103	96	-0.3	11	-0.3	0.95	-5
COc1cc(CC(=O)Nc2cccc(SC)c2)cc(OC)c1OC	24	2	22	77	78	-0.3	-8	0.2	0.82	33
CSc1ccc(/C=C(/NC(=O)c2ccccc2)C(=O)N2CCN(C)CC2)cc1	-7	6	-15	107	107	-0.1	10	-0.3	0.97	1
Cc1cc(C(=O)Nc2nnc(-c3ccccc3)s2)no1	-6	-2	17	101	106	-0.1	-3	0.0	1.3	4
c1ccc(-c2csc(Cc3nnc4n3CCCCC4)n2)cc1	10	-3	10	95	91	-0.1	-2	0.6	1.1	10
O=C(CS(=O)CC(=O)Nc1ccc(Cl)cc1)NCC1OCCc2ccccc21 (configuration not stated)	-7	-6	-13	103	107	-0.6	-7	8.6	1	-1
CCN(Cc1ccccc1)S(=O)(=O)c1cc(C(=O)NCCCN(C)C)ccc1OC	-7	12*	-8	106	105	-0.2	-5	0.0	1.2	-6
O=C(CN1C(=O)C2CC=CCC2C1=O)Nc1ccc(-c2nnc3n2CCCCC3)cc1 (configuration not stated)	13	2	-9	84	87	-0.3	5	-0.4	1.1	24
CCOC(=O)CCC(=O)NNC(=O)COc1ccc(C(C)C)cc1Br	-5	-3	1	96	105	-0.3	-1	-1.1	.	11
O=C(NCCc1ccc(Cl)cc1)C1CCCN(S(=O)(=O)c2cnc[nH]2)C1 (configuration not stated)	1	-6	17	111	99	0.1	-9	-0.8	1	-4
COCC(C)NC(=O)NC1(C(F)(F)F)Oc2ccc(Cl)cc2O1 (configuration not stated)	-5	-7	-26	99	104	-0.2	-2	0.1	2.9	4
CN1CCc2c(sc3c2c(=O)n(-c2ccccc2)c2nnc(SCc4ccccc4)n32)C1	3	0	-1	93	98	-0.3	-5	-2.3	1.1	14
O=S(=O)(NCC(Nc1ccc(Cl)cc1)c1ccccc1)c1ccc(Cl)cc1 (configuration not stated)	13	-2	-23	95	88	-0.2	-4	-0.5	0.97	4
COc1ccc(OCC(=O)Nc2ccc(N3CCCCC3)cc2)cc1	2	-2	25	99	97	-0.2	-1	0.4	1.5	7
Cc1ccc(-c2oc3ccccc3c(=O)c2O)cc1	5	-4	20	104	97	-0.1	1	-1.6	1.2	-4
Cc1ccccc1Cn1nnc(-c2ccc3c(c2)OCO3)n1	-20	1	15	99	116	0.1	0	-1.2	2	4
O=C(c1ccc(S(=O)(=O)N2CCCCC2)cc1)N1CCN(Cc2ccc3c(c2)OCO3)CC1	9	6	-10	96	92	-0.4	-1	-1.1	1.3	10

The results go on:
mol	STAT1 inh	Efa HMGR inh	APP 5'UTR act	STAT3 activator	STAT1 activator	Hsp70 activator	TLR4 MyD88 comp	Redox H2O2 prof	NF-kB expr up	STAT3 inh
O=C(N/N=C1\C2CN3CCN(C2)CC1(c1ccccc1)C3)c1ccc(F)cc1	-4	-5	-8	106	104	-0.3	-5	-0.2	1.2	-3
COc1ccc(C(=O)Nc2ccc(C(F)(F)F)n(C)c2=O)cc1	-18	11*	56	97	116	-0.1	-7	0.5	2.5	-1
NC(=O)CSc1ccc(F)cc1	-1	2	10	105	99	-0.1	-5	-1.8	1.2	1
O=C(CSc1nnnn1-c1ccc2c(c1)CCC2)NCc1cccs1	12	-2	5	96	89	-0.3	-13	1.9	1.1	6
CC(=O)NCCOc1ccc2oc3ccccc3c2c1	-33	0	17	98	130*	0.1	-15	-2.8	2.2	6
CCOc1ccc(C(C)(C)C)cc1S(=O)(=O)N1CC(C)OC(C)C1 (configuration not stated)	-2	-1	-13	106	102	-0.4	13	2.2	1	-2
C[C@]12CCC(=O)C=C1CC[C@@H]1[C@@H]2C(=O)C[C@@]2(C)[C@H]1CC[C@]2(O)C(=O)CO	-8	0	23	95	107	0.0	-19	-0.3	0.87	8
COc1ccc(NC(=O)C(CCSC)NC(N)=O)cc1Cl (configuration not stated)	-2	0	16	94	100	0.5	-8	-0.3	1.1	9
Cc1cc(C)c2nc(NC(=O)c3ccc4c(=O)n5c(nc4c3)CCCCC5)sc2c1	-9	1	-2	85	108	-0.5	2	0.3	1.3	20
CCOC(=O)C1=NOC(COc2ccccc2C=O)C1 (configuration not stated)	0	-6	18	96	101	-0.3	-7	9.8	1.1	7
Nc1nonc1-c1noc(CCCOc2ccc(Cl)cc2Cl)n1	2	-2	2	98	97	-0.2	8	3.6	1.1	7
CCN1CCN(c2cc(C)c3cc(NC(=O)c4ccc(Br)o4)ccc3n2)CC1	-1	-4	2	88	101	0.1	7	0.2	0.71	16
Cc1noc(C)c1COc1ccc(C(=O)OCC(=O)NCCN2C(=O)CSC2=O)cc1	-2	-1	12	103	102	-0.4	11	-0.6	1.3	0
CCOC(=O)N1CCN(C(=O)c2ccccc2NC(=O)c2ccc(F)cc2)CC1	-3	-6	4	102	103	-0.3	-20	-0.6	1.1	-2
COCCN1C(=O)/C(=C/c2cc3c(cc2Br)OCO3)NC1=S	-1	-3	5	104	99	-0.1	0	-1.1	1.1	-2
CC(CNCc1ccc2c(c1)OCO2)NCc1ccc2c(c1)OCO2 (configuration not stated)	9	4	.	97	92	-0.2	-17	-1.2	1	13
CC(C)c1ccc(C2CC(=O)N3CN(C)CSC3=C2C#N)cc1 (configuration not stated)	3	-4	0	102	97	-0.1	-12	-0.7	0.88	7
Cc1cccc(C)c1NC(=O)CCCCCNS(=O)(=O)c1ccccc1	1	3	-16	98	97	-0.3	-2	-1.0	0.86	13
O=C(CNc1cccc([N+](=O)[O-])c1)N/N=C/c1ccc(F)cc1	-1	-5	4	96	100	0.6	-6	-0.5	1.1	16
Cc1cc(C)c(Nc2ncccc2C(=O)O)c(C)c1	-3	0	15	95	101	-0.1	-8	0.0	1	8

An excerpt from above in order of their number in APP 5'UTR act, high to low.
smiles	STAT1 inh	Efa HMGR inh	APP 5'UTR act	STAT3 activator	STAT1 activator	Hsp70 activator	TLR4 MyD88 comp	Redox H2O2 prof	NF-kB expr up
CC(=O)NCCOc1ccc2oc3ccccc3c2c1	-33	0	17	98	130*	0.1	-15	-2.8	2.2
NC(=O)CSc1ccc(F)cc1	-1	2	10	105	99	-0.1	-5	-1.8	1.2
CC(C)c1ccc(C2CC(=O)N3CN(C)CSC3=C2C#N)cc1 (configuration not stated)	3	-4	0	102	97	-0.1	-12	-0.7	0.88

(next part)
mol	STAT1 inh	Efa HMGR inh	APP 5'UTR act	STAT3 activator	STAT1 activator	Hsp70 activator	TLR4 MyD88 comp	Redox H2O2 prof	NF-kB expr up	STAT3 inh
CCOC(=O)C1CCN(C(c2cccc(OC)c2)c2sc3nc(C)nn3c2O)CC1 (configuration not stated)	1	-6	-28	97	100	-0.3	4	-0.2	1.5	4
Cc1cc(=O)n(-c2ccc3ccccc3n2)[nH]1	-7	-2	19	90	106	0.1	-5	0.8	1	15
O=C(Cn1c(=O)oc2cc(S(=O)(=O)N3CCCCC3)ccc21)N1CCc2ccccc2C1	1	-10	8	104	99	-0.1	-6	-1.4	1.1	0
CC1CN(CC(O)COc2ccc(C(=O)c3ccccc3)cc2)CC(C)O1 (configuration not stated)	-5	-1	10	105	105	-0.2	-13	0.3	1	4
CCOC(=O)c1cnn(-c2nc(-c3ccc(C)cc3)cs2)c1C(F)(F)F	1	-2	5	92	99	-0.1	-8	0.0	1.2	17
Cc1cccc(NC(=O)c2cc(NC(=O)c3ccco3)ccc2N2CCCCC2)c1	-3	0	16	81	102	0.0	4	4.8	0.97	25
COc1ccc(CC(NC(C)=O)C(=O)NC2CCN(C(=O)Nc3ccccc3Cl)CC2)cc1OC (configuration not stated)	-1	-3	-9	102	101	0.0	-4	0.8	1.1	1

From PubChem BioAssay
